Screening results: PubChem, several laboratories
EBNA-1 inh: blocks EBNA-1 binding to DNA; inhibition, % at 14.8 µM; 300,000 compounds, 0.34% hits; EBNA-1 DNA binding, fluorescence polarization; in the data active = inhibition above about 28%
PP1 counter: PP1-alpha (human) inhibition in PP5 counter-screen. P62136. purified PP1alpha, OMFP fluorescence. inhibition, % at 6.7 µM. 320,000 compounds, 0.9% hits. AID 2235;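 active = inhibition above the mean inhibition of all tested compounds plus 3 SD, computed separately for each screening campaign, cut at about 15% in these data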
core dimer inh: blocks dimerization of HCV core protein; AID 1899; inhibition, % at 5 µM; 300,000 compounds, 0.33% hits; TR-FRET GST/Flag-core106 dimerization, 1536-well;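 active = inhibition above the mean of all tested compounds plus 3 SD, set per screening campaign, cut at about 45% in these data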
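Assay system – GST-tagged and Flag-tagged HCV core protein residues 1-106 · Quantity – core106 proteins, GST 13.5 nM and Flag 17 nM · Benchmarks – unlabelled core106 and no-GST-core106 wells · Read-out basis – percent inhibition of core106 dimerization signal · Detection – time-resolved FRET, ex 340 nm, em 617 and 671 nm · Schedule – 4 h at 22.5 °C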
CTSL1 counter: blocks F. hepatica cathepsin L1 in PFM18AAP counter-screen | recombinant F. hepatica cathepsin L1, Z-Leu-Arg-MCA fluorescence | inhibition, % at 5.96 µM | 300,000 compounds, 0.49% hits | AID 1906;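 active = inhibition above the mean of all tested compounds plus 3 SD, set per screening campaign, cut at about 17% in these data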;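 note: 0% = plate median of test compound wells and 100% = 1 µM Z-Phe-Ala-diazomethylketone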
PREPL inhibitor: human PREPL enzyme inhibition. Q4J6C6. recombinant PREPL, fluorescence polarization activity-based probe. inhibition, % at 5.96 µM. 320,000 compounds, 0.68% hits; in the data active = inhibition above about 43%;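 note: 0% = enzyme with DMSO and 100% = wells lacking enzyme; many of its hits are not listed in these tables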
TPT1 inhibitor: blocks Candida albicans tRNA 2'-phosphotransferase | 300,000 compounds, 0.81% hits | recombinant caTPT1, FP RNA substrate dephosphorylation | inhibition, % at 5 µM;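 active = inhibition above the mean of all tested compounds plus 3 SD, set per screening campaign, cut at about 24% in these data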;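 note: plate controls were DMSO alone for no effect and ferristatin control at 100 nM for full effect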
Efflux pump inh: antifungal efflux pump inhibition, Nile Red retention; S. cerevisiae Candida pump triplex; inhibition, % at 10 µM; 330,000 compounds, 0.44% hits; AID 485275;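 active = plate passing quality check with inhibition over a set limit, or well fluorescence over plate mean plus 4 SD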;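 note: Nile Red retained in pooled yeast measured as flow cytometry median fluorescence; 0% = buffer negative control and 100% = Enniatin B positive control; higher means more Nile Red kept so more efflux inhibition; some compounds called inactive have numbers as strong as hits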
PP5 inh: inhibitors of human protein phosphatase 5 (PP5); 320,000 compounds, 0.18% hits; P53041; inhibition, % at 6.7 µM; AID 1987; purified PP5c, OMFP substrate fluorescence;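 active = inhibition above the campaign's mean inhibition across all tested compounds plus 3 SD, cut at about 9.5% in these data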;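 note: 0% = DMSO only and 100% = 100 µM cantharidin control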
Target sequence (P53041 whole entry, looked up): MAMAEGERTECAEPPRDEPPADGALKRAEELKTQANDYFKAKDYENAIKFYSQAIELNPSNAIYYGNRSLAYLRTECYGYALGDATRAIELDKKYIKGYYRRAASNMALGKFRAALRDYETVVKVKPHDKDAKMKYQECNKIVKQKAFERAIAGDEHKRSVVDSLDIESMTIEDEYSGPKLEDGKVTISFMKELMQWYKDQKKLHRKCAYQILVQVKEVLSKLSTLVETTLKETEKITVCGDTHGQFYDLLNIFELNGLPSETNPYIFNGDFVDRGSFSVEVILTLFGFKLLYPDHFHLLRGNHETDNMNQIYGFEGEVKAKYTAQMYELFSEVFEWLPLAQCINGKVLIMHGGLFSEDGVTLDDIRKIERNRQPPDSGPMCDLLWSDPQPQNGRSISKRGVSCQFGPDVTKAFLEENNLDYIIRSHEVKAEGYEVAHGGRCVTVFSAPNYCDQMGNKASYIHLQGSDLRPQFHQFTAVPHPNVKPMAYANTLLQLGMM
ZTA counter: counter-screen for EBNA-1 inhibitors: inhibitors of Epstein-Barr virus ZTA; P03206; ZTA-DNA binding, fluorescence polarization; inhibition, % at 11 µM; 320,000 compounds, 0.15% hits; AID 2234; in the data active = inhibition above about 33%
Target sequence (P03206 whole entry, looked up): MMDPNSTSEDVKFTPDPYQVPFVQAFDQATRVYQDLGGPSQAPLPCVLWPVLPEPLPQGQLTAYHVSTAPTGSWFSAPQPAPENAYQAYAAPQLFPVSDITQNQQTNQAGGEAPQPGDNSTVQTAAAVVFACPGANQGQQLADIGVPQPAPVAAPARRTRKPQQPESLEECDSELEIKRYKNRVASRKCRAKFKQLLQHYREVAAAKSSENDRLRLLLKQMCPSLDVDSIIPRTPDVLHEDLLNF
Active calls of the source: *; / = no result given. The list is partial; the hit share may differ from the screen's.

The opening five entries as a preview:
1	O=C(Nc1nc2ccccc2s1)C1CC(=O)N(c2ccccc2)C1 (centres undefined)
2	Fc1ccc2c(-c3cccc(C(F)(F)F)c3)c(-c3ccccc3)ncc2c1
3	CC1(C)Cc2nc3sc4c(=O)n(Cc5ccccc5)cnc4c3cc2CS1
4	Cc1ccc(Nc2nc(COC(=O)COc3ccc(C=O)cc3)cs2)cc1
5	COC(=O)c1cc(OC)c(OC)cc1NC(=O)Cc1ccccc1[N+](=O)[O-]

assay / compound	1	2	3	4	5
EBNA-1 inh	0	/	12	3	1
PP1 counter	5	1	2	1	-3
core dimer inh	-6	/	15	18	1
CTSL1 counter	2	/	2	0	2
PREPL inhibitor	32	-5	0	12	15
TPT1 inhibitor	-3	/	-2	2	-2
Efflux pump inh	-0.1	-0.1	-0.3	-0.1	-3.4
PP5 inh	5.0	0.3	5.6	7.1	-2.1
ZTA counter	-11	7	-8	13	3

Results, previewed entries included:
1	O=C(Nc1nc2ccccc2s1)C1CC(=O)N(c2ccccc2)C1 (centres undefined)
2	Fc1ccc2c(-c3cccc(C(F)(F)F)c3)c(-c3ccccc3)ncc2c1
3	CC1(C)Cc2nc3sc4c(=O)n(Cc5ccccc5)cnc4c3cc2CS1
4	Cc1ccc(Nc2nc(COC(=O)COc3ccc(C=O)cc3)cs2)cc1
5	COC(=O)c1cc(OC)c(OC)cc1NC(=O)Cc1ccccc1[N+](=O)[O-]

assay / compound	1	2	3	4	5
EBNA-1 inh	0	/	12	3	1
PP1 counter	5	1	2	1	-3
core dimer inh	-6	/	15	18	1
CTSL1 counter	2	/	2	0	2
PREPL inhibitor	32	-5	0	12	15
TPT1 inhibitor	-3	/	-2	2	-2
Efflux pump inh	-0.1	-0.1	-0.3	-0.1	-3.4
PP5 inh	5.0	0.3	5.6	7.1	-2.1
ZTA counter	-11	7	-8	13	3

6	O=C(NC1CC2CCC(C1)N2Cc1ccccc1)c1ccccc1Cl (centres undefined)
7	CC(=O)NCc1ccc(C(=O)CSc2nnc(-c3ccncc3)n2Cc2ccccc2)o1
8	Cc1ccc(OC(=O)c2ccc([N+](=O)[O-])cc2Cl)cn1
9	CCc1ccc(CNC(=O)C2CC(=O)N(C3CCCC3)C2)cc1 (centres undefined)
10	S=C(NCc1ccco1)Nc1ccc(Oc2ccccc2)cc1

assay / compound	6	7	8	9	10
EBNA-1 inh	-8	9	-2	-6	4
PP1 counter	-5	-1	5	-8	4
core dimer inh	-2	12	-5	-14	-2
CTSL1 counter	2	9	2	16	5
PREPL inhibitor	1	6	-3	16	13
TPT1 inhibitor	-1	4	-3	-3	-2
Efflux pump inh	0.0	-0.2	0.1	-0.3	0.0
PP5 inh	0.0	1.9	-0.7	-9.4	1.6
ZTA counter	-1	8	-6	3	-4

11	O=C(O)CCN1CCc2ccccc2C1c1cccs1 (centres undefined)
12	CC(=O)c1sc2nc(SCC(=O)NCCc3ccccc3)[nH]c(=O)c2c1C
13	O=S(=O)(/N=C(/Nc1cccc2ccccc12)c1ccc(F)cc1)c1ccccc1
14	CC(Sc1nnc(-c2ccccc2)c(-c2ccccc2)n1)C(=O)Nc1ncc(Cl)cc1Cl (centres undefined)
15	CCc1cc2cccc(C)c2nc1SCC(=O)N1CCN(C(=O)c2ccco2)CC1

assay / compound	11	12	13	14	15
EBNA-1 inh	6	2	-4	10	1
PP1 counter	-1	0	-8	3	-1
core dimer inh	5	14	9	14	24
CTSL1 counter	6	2	1	-1	0
PREPL inhibitor	3	2	-2	-4	14
TPT1 inhibitor	0	3	0	4	-1
Efflux pump inh	0.2	-0.1	0.1	0.0	0.2
PP5 inh	-3.5	-0.6	-0.4	3.5	-0.7
ZTA counter	-4	5	-4	17	-2

16	O=C1OC(c2ccc(O)cc2)(c2ccc(O)cc2)c2ccccc21
17	C/C(NCCN1CCOCC1)=C(\C#N)C(N)=O
18	Cc1ccc(C(=O)N2CCC3(CC2)Oc2ccc(Cl)cc2C(=O)C32CC(c3cccnc3)=NO2)s1 (centres undefined)
19	Cc1oc(-c2ccc(F)cc2)cc1-c1nn2c(-c3ccoc3C)nnc2s1
20	COc1ccc(C)cc1NC(=S)Nc1ccccc1SC

assay / compound	16	17	18	19	20
EBNA-1 inh	1	-7	-14	-4	-8
PP1 counter	-4	9	2	15*	-3
core dimer inh	-4	3	15	91*	-3
CTSL1 counter	-5	-2	-1	1	1
PREPL inhibitor	-11	3	-2	8	6
TPT1 inhibitor	4	5	-2	17	-1
Efflux pump inh	0.4	0.2	0.1	0.1	0.1
PP5 inh	5.7	-0.3	3.4	2.7	-1.9
ZTA counter	-10	5	-25	8	0

Filtered by structure, the compounds so far with a Cl atom (four)
6	O=C(NC1CC2CCC(C1)N2Cc1ccccc1)c1ccccc1Cl (centres undefined)
8	Cc1ccc(OC(=O)c2ccc([N+](=O)[O-])cc2Cl)cn1
14	CC(Sc1nnc(-c2ccccc2)c(-c2ccccc2)n1)C(=O)Nc1ncc(Cl)cc1Cl (centres undefined)
18	Cc1ccc(C(=O)N2CCC3(CC2)Oc2ccc(Cl)cc2C(=O)C32CC(c3cccnc3)=NO2)s1 (centres undefined)

assay / compound	6	8	14	18
EBNA-1 inh	-8	-2	10	-14
PP1 counter	-5	5	3	2
core dimer inh	-2	-5	14	15
CTSL1 counter	2	2	-1	-1
PREPL inhibitor	1	-3	-4	-2
TPT1 inhibitor	-1	-3	4	-2
Efflux pump inh	0.0	0.1	0.0	0.1
PP5 inh	0.0	-0.7	3.5	3.4
ZTA counter	-1	-6	17	-25

The list goes on.
21	COc1ccc(Oc2ccc3c(C(F)(F)F)cc(C(F)(F)F)nc3n2)cc1
22	CCn1c(NCc2ccc(OC)cc2)nc2ccccc21
23	COc1cc(OC)cc(C(=O)N/N=C2/SCC(=O)N2Cc2ccco2)c1
24	CCCCCn1c(SCC(=O)OC)nc2c1c(=O)[nH]c(=O)n2C
25	Cn1c(/C=N/O)nc2ccccc21

assay / compound	21	22	23	24	25
EBNA-1 inh	-2	4	3	10	-10
PP1 counter	0	0	2	-2	-5
core dimer inh	-3	-2	5	-5	-2
CTSL1 counter	0	-2	-1	-3	-3
PREPL inhibitor	15	-4	-6	-2	6
TPT1 inhibitor	-2	0	-2	-2	5
Efflux pump inh	-0.1	0.1	-0.1	-0.1	0.2
PP5 inh	16*	3.1	-0.1	-0.4	0.1
ZTA counter	-25	5	5	-2	-11

26	Nc1c(C(=O)c2ccc(F)cc2)oc2ccccc12
27	COc1ccc(C(=O)Nc2ccc(Cn3ccnc3)cc2)cc1OC
28	COc1ccnc(Oc2ccc(F)cc2)c1C(=O)N/C=N/OCc1c(Cl)cccc1Cl
29	CCC1(c2ccc(F)cc2)NC(=O)N(CC(=O)c2cc(C)n(C3CC3)c2C)C1=O (centres undefined)
30	CCC(=O)Nc1nnc(SCC(=O)NCc2ccc3c(c2)OCO3)s1

assay / compound	26	27	28	29	30
EBNA-1 inh	-1	-2	7	-5	-8
PP1 counter	0	0	1	-2	-2
core dimer inh	-9	11	0	5	3
CTSL1 counter	-2	5	1	3	0
PREPL inhibitor	30	-5	18	-2	5
TPT1 inhibitor	5	1	-2	1	1
Efflux pump inh	0.3	0.0	0.0	-0.1	0.3
PP5 inh	5.0	-1.9	3.4	1.3	2.6
ZTA counter	-4	19	8	-6	-1

31	O=C(CCN1C(=O)C2CC=CCC2C1=O)Nc1nccs1 (centres undefined)
32	CN1C(N)=NC(=O)/C1=C\c1ccc(Br)cc1
33	COc1ccccc1NC(=O)CCC(=O)Nc1nnc(C2CCCCC2)s1
34	CCN(CC)C(=O)c1ccc(O)c(OC)c1
35	O=C(CN1CCC(O)(c2ccc3c(c2)OCO3)CC1)OC1CCCCC1

assay / compound	31	32	33	34	35
EBNA-1 inh	-5	-1	-2	-2	8
PP1 counter	-4	0	0	-1	-2
core dimer inh	-1	-1	6	-1	-5
CTSL1 counter	0	1	0	7	-3
PREPL inhibitor	6	-1	-6	12	-1
TPT1 inhibitor	1	-3	2	-1	1
Efflux pump inh	0.0	-0.6	0.2	-0.1	0.0
PP5 inh	2.3	-0.8	1.6	1.1	0.7
ZTA counter	1	-11	2	-7	0

36	N#CCC(=O)Nc1ccc(C(=O)NCc2ccccn2)cc1
37	Cc1ccc(C)c(NC(=O)CSc2ncnc3nc[nH]c23)c1
38	O=C(O)c1ccc(CSc2nnnn2C2CCCCC2)cc1
39	CSCC(O)Cn1[nH]c(=O)c2cc(Cl)c(Cl)cc2c1=O (centres undefined)
40	CCN1C(=O)/C(=C/c2nc3ccccc3c(=O)n2-c2ccc(C)cc2)c2ccccc21

assay / compound	36	37	38	39	40
EBNA-1 inh	-9	11	10	5	-14
PP1 counter	-4	-2	-5	-3	5
core dimer inh	3	1	2	-1	-3
CTSL1 counter	-4	4	3	-2	0
PREPL inhibitor	0	3	3	-1	4
TPT1 inhibitor	-1	-6	-2	0	-7
Efflux pump inh	-0.1	1.9	0.0	0.0	0.0
PP5 inh	-1.9	1.5	0.1	1.6	2.1
ZTA counter	-20	-9	14	8	-15

41	C=CC[C@]12C=C(OC)C(=O)C=C1O[C@@H](c1ccc3c(c1)OCO3)[C@H]2C
42	CCCC(=O)N/N=C1\CS(=O)(=O)N(C)c2ccsc21
43	Cc1ccc(F)cc1NC(=O)c1ccc(NS(=O)(=O)c2ccc(Br)s2)cc1
44	CCOc1cccc(NC(=O)C2CCCN(S(=O)(=O)c3ccc(-n4cnnn4)cc3)C2)c1 (centres undefined)
45	COc1ccc(CCNC(=S)NCc2ccc(Cl)c(Cl)c2)cc1OC
46	O=C(N/N=C/C(Br)=C/c1ccccc1)C1CC1
47	O=C1CC(=C2c3ccccc3-c3ccccc32)C(=O)N1CCCCN1CCN(c2ccccc2)CC1
48	CCCn1nc(NC(=O)c2ccco2)c2cc3ccc(C)cc3nc21

assay / compound	41	42	43	44	45	46	47	48
EBNA-1 inh	-2	-10	0	2	-16	-2	5	4
PP1 counter	-4	-9	5	0	-1	2	26*	1
core dimer inh	2	-3	-10	0	3	-3	10	-5
CTSL1 counter	4	1	-6	1	6	-1	4	-7
PREPL inhibitor	18	-1	4	-5	-13	0	0	-6
TPT1 inhibitor	-2	-2	2	1	-2	3	1	-2
Efflux pump inh	-0.3	0.2	0.3	0.0	0.1	-0.2	0.1	0.0
PP5 inh	-0.4	-4.3	-5.1	7.8	3.5	-0.8	-0.5	2.0
ZTA counter	-2	10	-1	-14	5	-11	-6	2
